# Source: PubChem (several laboratories)
# ROMK mod = ROMK potassium channel modulators, primary screen, cell-based, thallium flux, MLSMR library; ATP-sensitive inward rectifier potassium channel 1 (Homo sapiens), P48048; Tet-inducible ROMK, thallium flux fluorescence; actives lie on both sides; B-score at 10 µM; 130,000 compounds, 2% hits; AID 1918, 2009;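 active = signal ratio slope over the read window, or its plate-corrected B-score, at least 3 SD from the plate mean, either direction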;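 also: B-score of the F/F0 ratio slope over 7 to 12 s after thallium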
# Target sequence (P48048 whole entry, looked up): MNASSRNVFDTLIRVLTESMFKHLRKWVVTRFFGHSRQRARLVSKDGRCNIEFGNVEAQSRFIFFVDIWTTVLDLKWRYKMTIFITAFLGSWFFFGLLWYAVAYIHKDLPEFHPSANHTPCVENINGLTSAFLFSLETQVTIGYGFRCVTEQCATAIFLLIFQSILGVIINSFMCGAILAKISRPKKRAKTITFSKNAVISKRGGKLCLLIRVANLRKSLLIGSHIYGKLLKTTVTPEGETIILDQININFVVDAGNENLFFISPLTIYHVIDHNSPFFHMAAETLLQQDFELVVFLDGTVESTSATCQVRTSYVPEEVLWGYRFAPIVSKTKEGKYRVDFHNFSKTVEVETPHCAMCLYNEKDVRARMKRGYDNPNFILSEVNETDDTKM
# STAT3 blocker = IL-6 driven STAT3 reporter inhibitors, primary screen, U3A cells, luciferase, luminescence, MLSCN library. IL-6 STAT3-luciferase reporter; host cell line lacks STAT1. inhibition, % at 5.5 µM. 190,000 compounds, 0.89% hits. AID 862, 2007;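 active = inhibition above the mean inhibition across all screened compounds plus 3 SD, cut at about 44% in these data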;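 also: 0% = DMSO only wells and 100% = 100 µM nifuroxazide control wells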
# PPARg SRC3 recr = PPARgamma agonists recruiting SRC-3 coactivator, primary screen, biochemical | Peroxisome proliferator-activated receptor gamma (Homo sapiens), P37231 | biochemical PPARgamma/SRC-3 coactivator recruitment assay | activation, % at 8 µM | 200,000 compounds, 0.26% hits; in the data active = activation above about 23%;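 also: 0% = DMSO and 100% = reference agonist; some compounds past the cut are filed as inactive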
# TR-FRET SRC-2 ct = TR-FRET signal artefacts, primary screen, artefact control for PPARgamma SRC-2 agonist project, biochemical; TR-FRET artefact counter-screen; stronger effect = higher value; TR-FRET ratio at 8 µM; 200,000 compounds, 0.4% hits; AID 1049, 2008; in the data active = TR-FRET ratio above about 2000; also: inactives centre near 1500
# PPARg SRC2 recr = agonists of PPARg-SRC-2 recruitment, primary screen, biochemical, HTS; 200,000 compounds, 0.34% hits; PPARgamma LBD-SRC-2 recruitment; activation, % at 8 µM; AID 1032, 2008; in the data active = activation above about 22%;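 also: 0% = vehicle and 100% = reference agonist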
# STAT1 inh = STAT1 signaling inhibitors, primary screen, cell-based, HTS, luciferase reporter; NIH 3T3 STAT1-luciferase reporter, IFN-gamma, luminescence; inhibition, % at 5.5 µM; 200,000 compounds, 0.35% hits;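 active = inhibition above a set limit, the mean inhibition across all tested compounds plus 3 SD, cut at about 34% in these data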;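 also: 0% = IFN-gamma with DMSO and 100% = IFN-gamma with 300 µM nifuroxazide; values of inactives mirror those of a sister screen read the other way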
# bIAP activator = bovine intestinal alkaline phosphatase activators, primary screen, biochemical, bovine IAP, CDP-star luminescence; purified bovine IAP, 30 min; stronger effect = higher value; fold of DMSO-control signal, blank-subtracted; alkaline phosphatase, intestinal [Bos taurus]; 200,000 compounds, 0.17% hits; activation factor at 20 µM; AID 1016, 2008;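 active = activation factor of 2 or more at 20 µM, a signal rise over negative controls twice the positive control's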
# TNAP act hiacc = TNAP activators at high phosphate acceptor level, primary screen, biochemical, luminescence, uHTS; Alkaline phosphatase, tissue-nonspecific isozyme (Homo sapiens), P05186; purified TNAP, CDP-star luminescence, 1 M DEA, 30 min; stronger effect = higher value; 0 = EDTA background, 1 = DMSO-only activity; activation factor at 20 µM; 200,000 tested, under 10 active;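 active = activation factor at least 2 at 20 µM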
# Target sequence (P05186 whole entry, looked up): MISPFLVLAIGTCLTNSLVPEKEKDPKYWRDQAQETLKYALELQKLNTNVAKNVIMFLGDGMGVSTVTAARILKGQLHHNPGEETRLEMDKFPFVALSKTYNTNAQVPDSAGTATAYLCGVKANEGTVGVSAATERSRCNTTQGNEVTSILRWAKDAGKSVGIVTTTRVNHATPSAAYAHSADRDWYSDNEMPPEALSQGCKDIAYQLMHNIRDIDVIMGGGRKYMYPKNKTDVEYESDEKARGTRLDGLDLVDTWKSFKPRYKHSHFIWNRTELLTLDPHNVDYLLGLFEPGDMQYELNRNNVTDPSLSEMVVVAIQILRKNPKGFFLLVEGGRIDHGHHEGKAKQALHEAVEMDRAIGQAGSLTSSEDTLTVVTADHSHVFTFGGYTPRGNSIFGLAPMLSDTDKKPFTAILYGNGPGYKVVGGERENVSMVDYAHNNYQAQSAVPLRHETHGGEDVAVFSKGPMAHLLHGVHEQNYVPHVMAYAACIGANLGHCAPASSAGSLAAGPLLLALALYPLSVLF
#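 Dosing: 20 µM single point. System: human TNAP. Amount: TNAP 1/800 final. Incubation: 30 min, room temperature. Read-out: TNAP activation factor scaled between EDTA and DMSO control wells. Signal: luminescence from CDP-star hydrolysis. Medium: 1 M DEA, pH 9.8, Mg2+, Zn2+. Control set: EDTA negative control, DMSO positive control.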
# PPARg SRC1 recr = PPARgamma agonists recruiting SRC-1 coactivator, primary screen, biochemical | PPARgamma-SRC-1 coactivator recruitment biochemical assay | activation, % at 8 µM | 200,000 compounds, 0.41% hits; in the data active = activation above about 19%;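 also: 0% = DMSO and 100% = reference agonist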
# STAT3 activator = IL-6 driven STAT3 reporter potentiators, primary screen, U3A cells, luciferase, luminescence, MLSCN library | IL-6 STAT3-luciferase reporter; 100% = signal with IL-6 EC80 alone | activation (% of control), % at 5.6 µM | 190,000 compounds, 0.91% hits;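 active = activation above the screen-wide mean of compound activation plus 3 SD, cut at about 130% in these data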;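 also: 0% = background luminescence of wells with medium and substrate only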
#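 Test system: STAT3-luciferase reporter U3A cells; Detection: reporter luminescence signal; Times: 1 h compound pre-exposure, 6 h IL-6 stimulation, 37 °C; Benchmarks: IL-6-only high control; Also added: IL-6 stimulus at 33 ng/mL final.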
# bIAP inh = bovine intestinal alkaline phosphatase inhibitors, primary screen, selectivity assay for TNAP inhibitor project, biochemical, bovine IAP, CDP-star luminescence; AID 1019, 2008; inhibition, % at 20 µM; alkaline phosphatase, intestinal [Bos taurus]; 190,000 tested, under 10 active; purified bovine IAP, 30 min;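 active = over 50% inhibition of intestinal alkaline phosphatase at 20 µM in the single-dose screen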
#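 Assay system: bovine IAP enzyme; medium: DEA buffer 100 mM, pH 9.8, with MgCl2 1.0 mM, ZnCl2 0.02 mM; doses: 20 µM single dose; incubation: enzyme reaction for 30 min at room temperature; detection: CDP-star luminescence signal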
# Active calls of the source: *; . = no result given. Compounds were not picked by outcome; about 3.7% have a hit in one of these screens.
canonical_smiles	ROMK mod	STAT3 blocker	PPARg SRC3 recr	TR-FRET SRC-2 ct	PPARg SRC2 recr	STAT1 inh	bIAP activator	TNAP act hiacc	PPARg SRC1 recr	STAT3 activator	bIAP inh
CCN1CCCC1CNC(=O)c1cc(NC(C)=O)c(N(C)C)cc1OC (centres undefined)	-0.68	24	-11	1327	-9	1	1.1	1	-14	83	-6
COc1cc(CNC2CCCCCC2)cc(OC)c1OC	-0.31	-4	-10	1482	7	-1	1	1	2	105	1
CC(C)C1CC(O)(C2(O)CCCCC2)ON1 (centres undefined)	-0.14	12	1	1710	4	-3	0.9	1.1	5	94	7
COc1ccc(C2C(C(C)=O)=C(O)C(=O)N2CCO)c(OC)c1 (centres undefined)	.	3	7	1713	3	1	1	1	-2	102	3
Cc1ccc(N/N=C2\CCS(=O)(=O)c3sccc32)cc1	-0.19	15	3	1584	5	8	1	1	0	91	-4
Cc1oc(-c2ccc(Cl)cc2)nc1CN1CCC(C(=O)NCCCN2CCCC2=O)CC1	.	2	2	1505	-1	7	1.1	1.1	6	102	-13
CN(C)CCCNS(=O)(=O)c1cc(Cl)ccc1Cl	0.67	7	-4	1511	3	-1	1	1	2	96	1
O=C(NCCCN1CCCC1)C1CCN(C(=O)c2cc3sccc3n2Cc2ccc(F)cc2)CC1	.	-10	-4	1419	-9	-11	1.1	1	-2	113	-7
Cc1ccc(F)cc1NC(=O)c1ccc(NS(=O)(=O)c2ccc(Br)s2)cc1	-0.0075	0	0	1494	1	12	1	1	3	98	-3
O=C(NC1CCN(Cc2ccccc2)CC1)c1ccccc1F	0.058	3	10	1519	9	13	1.1	1.1	8	100	-13
CN(C)S(=O)(=O)N(CCN1CCOCC1)Cc1ccccc1F	0.75	0	-12	1441	1	2	0.9	1	-1	101	7
O=C(Cn1nc(-c2ccccc2)nc1-c1ccccc1)N1CCOCC1	-0.38	-4	-5	1482	-11	0	0.8	1	-4	106	22
O=C(C(Cc1ccccc1)N1C(=O)c2ccccc2C1=O)N1c2ccccc2CCc2ccccc21 (centres undefined)	-0.76	1	-1	1295	3	7	0.9	1	-13	102	12
CC(=O)/C(=N\Nc1cccc(Cl)c1)Sc1nnc(-c2ccccc2)n1-c1ccccc1	-0.13	6	1	1591	-2	7	1.3	1	3	98	-26
NC(=O)C1CCN(C(=O)c2cc3ccccn3n2)CC1	.	-8	0	1655	11	-2	1	1	1	115	3
COc1ccc(-c2ccc(S(=O)(=O)N3CCCC3)cc2)cc1	-1.3	4	8	1637	8	4	1	1	6	105	-1
COc1ccc2[nH]c(C)c(C(=O)CN3CCN(C(=O)c4ccco4)CC3)c2c1	0.7	8	-15	1393	1	6	1	1.1	-3	97	0
Cc1ccc(S(=O)(=O)N2CCCCC2)cc1NC(=O)COC(=O)Cc1c(F)cccc1Cl	-1.1	-6	2	1566	-10	2	1.3	1.1	-9	103	-27
Cc1nn(C)c(Oc2cccc(C(F)(F)F)c2)c1C=O	0.0032	6	0	1530	6	2	1	1	2	97	-2
O=C(O)CN1C(=O)c2ccc(Oc3cccc4c3C(=O)N(CC(=O)O)C4=O)cc2C1=O	0.64	6	8	1650	11	4	0.9	1	4	95	9

# Next part; it opens with the two that closed the last part.
canonical_smiles	ROMK mod	STAT3 blocker	PPARg SRC3 recr	TR-FRET SRC-2 ct	PPARg SRC2 recr	STAT1 inh	bIAP activator	TNAP act hiacc	PPARg SRC1 recr	STAT3 activator	bIAP inh
Cc1nn(C)c(Oc2cccc(C(F)(F)F)c2)c1C=O	0.0032	6	0	1530	6	2	1	1	2	97	-2
O=C(O)CN1C(=O)c2ccc(Oc3cccc4c3C(=O)N(CC(=O)O)C4=O)cc2C1=O	0.64	6	8	1650	11	4	0.9	1	4	95	9
COc1ccc(C(=O)Cc2cc(OC)c(OC)cc2C(=O)c2ccccc2F)cc1OC	-0.1	8	6	1697	7	4	1.1	1.1	10	97	-10
O=CN1CCCN(Cc2nc(Cc3ccccc3F)no2)CC1	0.27	-6	3	1539	-1	-9	1.2	1.1	-3	106	-17
Cc1ccc(N2C(=O)CSC2c2c(F)cccc2Cl)cc1 (centres undefined)	-1.4	-12	-10	1245	-13	1	1	1.1	-1	107	2
COc1cc2c(cc1OC)CN(C(=O)CSc1nc3[nH]ncc3c(=O)n1-c1ccccc1)CC2	.	14	0	1438	3	15	1.3	1	-2	93	-27
CCCNC(=O)c1ccc(C2SCC(=O)N2Cc2ccccc2)cc1 (centres undefined)	0.53	0	0	1337	-8	6	0.7	1	-8	98	33
COc1cccc(CN2CCN(c3ncccn3)CC2)c1	-0.17	5	-3	1595	-6	-4	1	1.1	10	98	2
O=C1CSC(c2cn(-c3ccccc3)nc2-c2cc3ccccc3oc2=O)N1Cc1cccnc1 (centres undefined)	-0.17	6	3	1337	5	2	1.1	1	3	100	-7
CCCC(=O)Nc1ccc(Cl)c(NC(=O)c2ccco2)c1	.	20	6	1515	1	-6	0.9	1	-5	87	8
O=C(NCc1ccc(Cl)cc1)c1ccc(-n2cccn2)nc1	0.23	22	0	1603	10	-3	1.2	1	6	87	-16
CCCCC(=O)Nc1nnc(SCC(=O)N2CCN(c3ccccc3OC)CC2)s1	.	-7	0	1554	2	-10	1	1	7	112	0
COc1c(Cl)cc(C(=O)Nc2ccccc2-c2ccccc2)cc1Cl	.	0	-1	1525	2	4	0.9	1.1	8	100	14
Cc1nc2sc3c(c2c2nnc(SCC(=O)NCc4ccco4)n12)CCCC3	.	-2	4	1381	3	-1	1.1	1	5	101	-14
O=C1c2ccsc2SCCN1Cc1cccc(Cl)c1	-2.3	-1	-7	1299	1	-1	0.7	1	1	106	28
Cc1cccc2cc(C(c3nnnn3CC3CCCO3)N3CCCC4(CCCCC4)C3)c(=O)[nH]c12 (centres undefined)	.	10	-11	1404	0	-1	1	1.1	-5	100	-4
CNC(=S)N1CCn2cccc2C1c1ccc(F)cc1 (centres undefined)	.	5	5	1616	6	2	1	1.1	3	102	-4
Cc1ccc(-n2nc3c(=S)[nH]nc(C)c3c2C)cc1	0.036	18	9	1582	5	-4	0.8	1	-2	89	16
Cc1cccc(CCNC(=O)CC2C(=O)NCCN2Cc2ccc(F)c(F)c2)n1 (centres undefined)	0.07	-2	-2	1486	4	-10	1	1.1	4	103	3
CCOc1ccc(CNC(=O)CCS(=O)(=O)Cc2cccc(Cl)c2)cc1OC	0.043	-1	2	1672	3	6	0.9	1	0	107	10
COc1cccc(CSc2nnc(-c3ccc(F)cc3)o2)c1	-1.3	6	-7	1648	3	-2	0.8	1	1	98	17
Cc1ccc(-n2ncc3c(=O)n(CC(=O)Nc4cccc(Cl)c4)cnc32)cc1C	0.34	7	13	1410	-1	-11	0.9	1	-4	97	11

# Additional structures
canonical_smiles	ROMK mod	STAT3 blocker	PPARg SRC3 recr	TR-FRET SRC-2 ct	PPARg SRC2 recr	STAT1 inh	bIAP activator	TNAP act hiacc	PPARg SRC1 recr	STAT3 activator	bIAP inh
Cc1nn(-c2ccccc2)c(C)c1C(=O)OCC(=O)c1c(N)n(CC(C)C)c(=O)n(C)c1=O	.	44*	-4	1478	7	11	1.1	1.1	1	67	-9
COc1ccc(CCNC(=O)c2cc(-c3ccccn3)nc3c(Cl)cccc23)cc1OC	0.93	4	1	1432	-5	-4	1	1	-5	103	-1
Cc1ccc(C(=O)c2cc3c(cc2N)OCCO3)cc1	.	-4	2	1466	-1	3	0.7	1	5	104	26
COc1cc(/C=N/NC(=O)CNC(=O)c2ccccc2)ccc1OC(=O)c1cccs1	.	-6	-2	1451	6	-1	0.9	1	1	111	6
O=C(Nc1cc(Cl)ccc1O)c1cc2n(n1)C(C(F)(F)F)CC(c1ccc3c(c1)OCO3)N2 (centres undefined)	0.035	9	6	1552	6	-4	0.8	1	7	95	16
Cc1ccccc1Cn1cc(C)c(=O)[nH]c1=O	2.1*	6	2	1552	1	0	1.1	1	-5	101	-5
Cc1cccc(N2CCN(C(=O)Cn3cnc4c3c(=O)n(C)c(=O)n4C)CC2)c1C	-0.72	-2	3	1456	8	2	1	1	-4	104	2
O=C1[C@@H]2C(Cc3ccc(O)cc3)NC3(C(=O)Nc4ccc(F)cc43)[C@@H]2C(=O)N1c1ccc(F)cc1 (some centres undefined)	0.0018	-8	-1	1406	-3	-3	1	1	-4	111	1
O=C(Cc1ccccc1)c1nnc(-c2ccccc2)o1	-0.46	-18	2	1507	14	-6	1	1	5	116	1
O=c1nc2ccccc2c(NS(=O)(=O)c2ccccc2)n1-c1ccccc1	.	26	6	1821	7	1	1	1	10	87	5
Cc1ccc(NC(=O)c2cc(NC(=O)CCC(=O)O)ccc2N2CCCCC2)cc1	.	2	-2	1479	5	3	0.9	1	1	102	7
CCOC(=O)c1cc(C#N)c(SCc2cccc3ccccc23)nc1C	0.41	7	0	1445	6	2	0.8	1	2	95	16
COc1ccc(N(CC(=O)NCCC2=CCCCC2)S(=O)(=O)c2ccc(C)cc2)cc1	-0.73	-8	-2	1224	-7	-12	1.2	1	8	114	-19
CC(C)(C)c1ccc(OCC(=O)N/N=C/C2CC=CCC2)cc1 (centres undefined)	0.48	-8	0	1581	-2	-3	1.1	1	4	106	-7
CCCc1noc2c1C(c1cc(Br)ccc1F)C(C#N)=C(N)N2 (centres undefined)	0.0024	7	-4	1414	-4	4	1	1.1	-1	101	1
O=C(c1cccc(F)c1)N1CCN(c2cccc(C(F)(F)F)c2)CC1	-0.35	12	-10	1573	18	-3	1	1	6	93	5
CCN(C(=O)CSc1nncn1-c1ccccc1)c1c(N)n(Cc2ccccc2)c(=O)[nH]c1=O	0.065	18	4	1370	8	9	1	1	-7	87	-1
COC(=O)[C@H](CCSC)NC(=O)Nc1cc(C)ccc1C	.	7	2	1556	1	-1	0.9	1	0	96	6
COc1ccc(NC(=O)C2CCN(S(=O)(=O)c3cccc4cccnc34)CC2)cc1	.	2	6	1662	6	3	0.9	1.1	-1	102	8
